eLon inh = E. coli protease La inhibition. purified E. coli Lon protease, fluorescence polarization. inhibition, % at 7.94 µM. 360,000 tested, 0.42% active. AID 602123; in the data active = inhibition above about 13%, passing the limit was not always enough;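 note: 0% = enzyme with probe and DMSO and 100% = no enzyme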
Target sequence (P0A9M0 whole entry, looked up): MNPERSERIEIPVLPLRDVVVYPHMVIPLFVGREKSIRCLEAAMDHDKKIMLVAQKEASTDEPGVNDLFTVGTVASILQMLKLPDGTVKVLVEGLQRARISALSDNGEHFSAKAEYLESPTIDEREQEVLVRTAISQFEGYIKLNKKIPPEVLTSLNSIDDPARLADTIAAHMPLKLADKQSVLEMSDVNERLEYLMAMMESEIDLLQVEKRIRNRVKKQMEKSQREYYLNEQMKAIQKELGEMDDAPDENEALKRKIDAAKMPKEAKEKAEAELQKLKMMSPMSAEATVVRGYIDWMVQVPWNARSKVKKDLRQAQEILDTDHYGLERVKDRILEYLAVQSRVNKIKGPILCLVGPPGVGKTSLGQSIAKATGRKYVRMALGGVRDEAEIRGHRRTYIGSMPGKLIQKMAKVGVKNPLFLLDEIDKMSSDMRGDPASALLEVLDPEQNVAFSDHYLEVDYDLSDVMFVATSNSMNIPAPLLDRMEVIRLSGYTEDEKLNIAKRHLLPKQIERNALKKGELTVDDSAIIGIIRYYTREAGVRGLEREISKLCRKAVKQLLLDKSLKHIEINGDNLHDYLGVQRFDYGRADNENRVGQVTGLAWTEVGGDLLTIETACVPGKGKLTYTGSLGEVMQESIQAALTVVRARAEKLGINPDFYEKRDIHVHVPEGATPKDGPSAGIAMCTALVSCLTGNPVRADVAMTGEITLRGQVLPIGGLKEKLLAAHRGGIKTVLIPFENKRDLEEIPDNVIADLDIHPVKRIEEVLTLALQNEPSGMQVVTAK
CendR NRP1 mod = NRP-1/CendR interaction modulation. FAM-RPARPAR peptide binding to NRP-1, fluorescence polarization. inhibition, % at 25 µM. 360,000 tested, 0.85% active. AID 602438;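 active = inhibition or corrected inhibition above about 18%, plus a signal ratio from 0.5 to 1.5, limit read from the data, passing the limit was not always enough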; note: strong numbers were not always called active
Tb MetRS inh = blocks T. brucei methionyl-tRNA synthetase activity. purified T. brucei MetRS, ATP depletion, Kinase-Glo luminescence. inhibition, % at 11.9 µM. 360,000 tested, 0.4% active;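 active = inhibition above a per-plate cutoff of the control wells' mean inhibition plus 3 SD, cut at about 5.5% in these data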;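 note: 0% = DMSO wells median and 100% = median of wells with control inhibitor compound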
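technique = Kinase-Glo luminescence, ATP depletion format | system = purified MetRS (methionyl-tRNA synthetase) enzyme from Trypanosoma brucei | timing = 15 min preincubation, 2 h reaction, all 25 °C | evaluation = percent inhibition versus plate control medians | dosing = single dose, 11.9 µM final nominal, 0.9% final DMSO | also added = substrates ATP, L-methionine and bulk Escherichia coli tRNA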
SUMO1 PPI mod = alters human SUMO1 binding to SIM partners; P63165; SUMO1 binding to a labelled peptide, TR-FRET, 1 h; inhibition, % at 20 µM; 360,000 tested, 0.33% active; AID 602429; in the data active = inhibition above about 37%
Target sequence (P63165 whole entry, looked up): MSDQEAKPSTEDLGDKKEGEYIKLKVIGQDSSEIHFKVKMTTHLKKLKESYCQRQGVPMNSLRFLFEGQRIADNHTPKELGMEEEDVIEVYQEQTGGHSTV
LMPTP block = LMPTP (human) inhibition | inhibition, % at 20 µM | P24666 | AID 651560 | 360,000 tested, 0.22% active | recombinant LMPTP-A, OMFP fluorogenic substrate, fluorescence intensity;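 active = compounds that cut the enzyme signal by at least half of the control window in the single-dose screen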;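 note: plate controls were DMSO wells with enzyme plus substrate for no effect and substrate without enzyme for full effect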
Target sequence (P24666 whole entry, looked up): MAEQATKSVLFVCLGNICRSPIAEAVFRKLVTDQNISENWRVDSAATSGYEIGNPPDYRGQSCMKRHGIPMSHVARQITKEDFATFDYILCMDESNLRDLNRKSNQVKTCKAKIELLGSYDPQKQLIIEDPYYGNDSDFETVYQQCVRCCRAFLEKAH
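Test system: LMPTP-A phosphatase enzyme. Amount: LMPTP-A at 0.625 nM final in the reaction. Reagent: OMFP substrate, 400 µM final. Times: 50 min at room temperature. Signal: endpoint fluorescence intensity from OMFP dephosphorylation. Read-out basis: % inhibition. Benchmarks: no-enzyme and uninhibited controls.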
MsrA inhibitor = inhibitors of bovine MsrA. purified bovine MsrA, absorbance read-out. inhibition, % at 15.5 µM. 360,000 tested, 0.75% active; in the data active = inhibition above about 4.5%;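 note: 0% = vehicle wells with enzyme and 100% = reference inhibitor wells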
DNMT1 inh = inhibitors of human DNMT1. P26358. DNMT1 molecular beacon, Hinp1I cleavage, fluorescence. inhibition (reported as % activation of signal), % at 10 µM. 360,000 tested, 0.83% active. AID 588458; in the data active = inhibition above about 50%
Scp1 inh = blocks human Scp-1 phosphatase activity; Q9GZU7; Recombinant Scp1, phosphopeptide, malachite green phosphate absorbance; 340,000 tested, 0.88% active; inhibition, % at 20 µM;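 active = inhibition above about 50% at 20 µM, limit read from the data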;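 note: plate controls were DMSO wells with enzyme for no effect and wells lacking enzyme for full effect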
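Test system: SCP-1 catalytic domain; Buffer or medium: Acidic Tris acetate buffer with magnesium and detergent; Also added: Phosphorylated 17-residue peptide substrate; Compound: single 20 µM dose, 1% DMSO; Schedule: enzyme reaction 45 min at room temperature, colour 5 min, stabilisation 30 min; Signal: Phosphate-binding colour reagent, absorbance read at 630 nm.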
MsrA act = bovine methionine sulfoxide reductase A activation; purified bovine MsrA, absorbance read-out; activation, % at 10.6 µM; 360,000 tested, 0.3% active; AID 602163; in the data active = activation above about 7.5%;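 note: 0% = vehicle and 100% = reference activator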
STEP inh = inhibitors of human striatal-enriched phosphatase STEP; 360,000 tested, 0.25% active; P54829; recombinant STEP, OMFP fluorogenic substrate, fluorescence; inhibition, % at 20 µM; AID 588621;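 active = inhibition at 20 µM, scaled per plate between control wells, above about 37%, limit read from the data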;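 note: 0% = DMSO with enzyme and substrate and 100% = substrate only without enzyme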
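System: isolated STEP enzyme; schedule: 20 min enzyme reaction at room temperature, protected from light; medium: Bis-Tris buffer pH 6.0, 2.5 mM DTT, 0.005% Tween 20; signal: fluorescence, 480/540 nm; dosing: single compound dose of 20 µM, 1% DMSO final; also added: OMFP substrate, 25 µM final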
* hit, by the source's call; · = no result given.

SMILES	eLon inh	CendR NRP1 mod	Tb MetRS inh	SUMO1 PPI mod	LMPTP block	MsrA inhibitor	DNMT1 inh	Scp1 inh	MsrA act	STEP inh
O=C1[C@@H](Oc2ccccc2)[C@@H](c2cccnc2)N1c1ccccc1	0	14	0.1	6	-1.0	-1.4	2	-1	0	-1
CC(C)Oc1ccc(S(=O)(=O)N2CCCCC2)cc1NC(=O)C1=NN(c2ccccc2)C(=O)CC1	-11	-7	0.0	6	2.6	0.0	-6	·	-2	2
COc1ccc(CNC(=O)C[C@H]2C[C@H](C(=O)N3CCOCC3)[C@@]3(CCC4CCCC4)c4[nH]c5cc(CCC(=O)N(C)C)ccc5c4CCN3C2=O)cc1OC	-3	-4	-0.6	2	-0.2	-1.0	3	4	0	-1
Cc1cc(C)cc(NC(=O)CSc2nncn2-c2ccccn2)c1	-4	-2	0.8	-2	-0.7	2.1	-1	-1	-4	0
COc1ccc(-c2nnc(NC(=O)c3c(OC)cccc3OC)s2)cc1	1	-11	-0.4	10	1.3	0.9	-1	-10	-1	-1
CCN(C(=O)CSc1nnc(NC2CCCCC2)s1)C1CCS(=O)(=O)C1 (centres undefined)	0	2	-1.1	-1	-0.7	0.7	4	1	-11	-2
Cc1c(NC(=O)/C(C#N)=C/c2ccc(-c3cc(Cl)ccc3Cl)o2)c(=O)n(-c2ccccc2)n1C	-9	-8	0.0	0	3.9	0.3	19	-14	-4	2
Cc1ccc(C(=O)NCC(=O)OCc2cccc(Br)c2)cc1	2	3	-0.1	3	0.6	-1.4	1	-5	-2	1
COc1ccc(C(=O)N2CCNC(=O)C2)cc1S(=O)(=O)Nc1ccc(Br)cc1	-16	9	-0.3	-2	-1.3	0.8	4	-3	-4	-1
CCN(C(=O)CSc1nc2ccccc2o1)c1c(N)n(Cc2ccccc2)c(=O)[nH]c1=O	1	-5	-0.4	-2	-0.4	-0.7	0	-1	-7	-1
Cc1ccc(OCCOC(=O)CCc2nc3ccccc3c(=O)[nH]2)cc1	-5	8	0.0	0	-2.4	1.8	0	-3	-7	-2
O=C(NCc1ccc(F)cc1)c1cnccn1	4	10	0.9	-1	-2.1	-1.0	-1	-2	-1	-2
CCCC(CNC(C)=O)(C1=CCCCC1)c1ccccc1 (centres undefined)	-5	-1	-0.2	5	-0.5	-1.1	2	·	4	-3
CCC(Sc1ccccc1C(=O)O)C(=O)O (centres undefined)	-3	0	-0.8	1	-2.0	-0.1	5	-10	-12	-4
Cc1cccc(NC(=O)c2ccc(S(=O)(=O)N3CCCCC3)cc2)n1	-10	-5	0.2	3	-1.8	-0.2	4	-3	0	-3
CCOC(=O)C1=CCN(S(=O)(=O)c2cccc(Cl)c2)C1c1ccc(C)cc1 (centres undefined)	-9	5	-0.7	5	2.9	-0.6	-8	·	4	-1
CN1N=C(C(=O)N2CCc3c([nH]c4ccccc34)C2c2c(F)cccc2Cl)CCC1=O (centres undefined)	3	9	-0.7	-5	0.7	0.9	0	-11	-2	-1
O=C1NC[C@H](Cc2ccc(O)cc2)N(C[C@@H]2CCCN2C[C@H](Cc2ccc(O)cc2)N2C[C@H](Cc3ccccc3)N(CC3CCCCC3)C(=O)C2=O)C1=O	-6	-6	-1.1	4	2.2	-0.2	·	·	-13	·
N/C(=N\OC(=O)c1ccco1)c1cccc([N+](=O)[O-])c1	-2	1	0.3	-15	0.9	-0.2	10	-11	-1	-2
Cn1c(=O)oc2cc(S(=O)(=O)NC3CCCCC3)ccc21	5	2	-0.4	0	-1.6	2.9	2	-3	-1	0
Cc1cc2c(cc1C)N(C(=O)CN1C(=O)c3ccccc3C1=O)C(C)(C)c1ssc(=S)c1-2	-5	23*	-0.6	-9	2.4	0.8	-2	-21	-2	1
C/C=C/c1ccc(OCC(=O)OCC(=O)NC2CC2)c(OC)c1	-6	-14	0.0	1	-2.2	-0.3	-1	-15	-2	-2
Cc1ccc(NC(=S)Nc2cc(-c3ccccc3)[nH]n2)cc1Cl	6	2	2.2	2	-0.2	-0.2	-1	-5	0	5
C[C@@H](c1ccccc1)N1C[C@H]2CCCN2c2cc(Br)ccc2S1(=O)=O	6	4	-0.6	1	1.9	-0.8	-3	-1	1	6
COc1cc(NC(=O)Cn2cnc(S(=O)(=O)N3CCc4ccccc43)c2)cc(OC)c1OC	3	1	-0.6	12	-0.8	-0.2	-1	-6	0	0
Continued.
SMILES	eLon inh	CendR NRP1 mod	Tb MetRS inh	SUMO1 PPI mod	LMPTP block	MsrA inhibitor	DNMT1 inh	Scp1 inh	MsrA act	STEP inh
CC(C)[C@H](N)C(=O)NC[C@H]1O[C@@H](n2cnc3c(N)ncnc32)[C@H](O)[C@@H]1O	12	-9	-0.2	-1	-0.8	0.1	5	7	-2	0
CC(=O)N1CCc2c(sc(NC(=O)c3ccc4c(c3)OCCO4)c2C#N)C1	-22	-44	-1.0	-8	0.3	0.5	-8	-3	-4	4
CCCC(=O)NC(c1ccc(OC)c(OC)c1)c1cc(Cl)c2cccnc2c1O (centres undefined)	17*	1	0.1	-7	3.1	0.7	10	-11	-3	0
CCCCCC(=O)Nc1cccc(C2=NOC3(C2)C[C@H](C(N)=O)N(C(=O)c2ccccc2C(=O)c2ccccc2)C3)c1 (some centres undefined)	-7	16	0.4	6	0.4	0.5	-7	-1	1	3
CC1=C/C(=N\NC(=S)NCCc2ccccc2)CC(C)(C)C1	8	-16	-0.8	-1	2.3	0.4	-8	6	0	3
O=C(CC1C(=O)NCCN1Cc1cccc(Oc2ccccc2)c1)NCC1CCOCC1 (centres undefined)	4	20	-0.6	-1	-1.5	0.7	-5	-7	-1	-2
CCc1ccc(C(C)NC(=O)c2ncn[nH]2)cc1 (centres undefined)	4	5	-1.0	-2	-0.8	-1.0	6	-5	-3	-1
CCN(CC)C(=O)Cn1cnc([N+](=O)[O-])n1	-8	11	-0.5	-10	-0.3	-1.5	2	-4	-1	-2
O=C(C[n+]1ccccc1)N1c2ccccc2Sc2ccccc21	10	4	0.0	9	0.3	-0.8	2	-8	-1	1
O=C(CSc1ccc(-c2cccs2)nn1)Nc1ccccc1F	3	-3	0.4	-11	-0.3	-0.2	-3	12	0	1
Cc1ccc(-c2noc(CN(C(=O)CCN3C(=O)c4ccccc4C3=O)C(C)C)n2)cc1	-6	1	-1.8	-5	0.6	-1.1	-4	-8	-13	-1
Cc1ccc(C(=O)ON=C2CCN(c3ccc([N+](=O)[O-])cc3)CC2)cc1	-7	-12	-0.1	-19	2.9	1.1	12	-5	-12	2
O=C(CN1C(=O)/C(=C\c2ccc(F)cc2)Oc2ccccc21)N1CCN(c2ccccn2)CC1	7	11	-0.2	0	-1.1	-0.1	23	1	-4	0
CC(=O)Nc1cccc(NC(=O)c2ccccc2Cl)c1	0	5	-0.3	0	-1.0	1.1	1	·	-1	-2
Cc1nc(SCC(=O)N2CCN(C(=O)c3ccco3)CC2)c2c(C)c(C)sc2n1	-4	0	-0.3	1	1.7	0.0	3	-5	-3	2
O=C1NCCCC1C(=O)N/N=C/c1cccc(Cl)c1 (centres undefined)	1	2	-0.1	-7	-0.9	-0.3	-5	-4	-2	-2
Cc1cc(N2C(=O)C(O)=C(C(=O)c3ccco3)C2c2cccc(O)c2)no1 (centres undefined)	-5	6	0.0	-16	-0.4	0.2	2	-6	-6	2
COc1ccc(CNCC(O)(c2ccccc2)c2ccc(F)cc2)cc1OC (centres undefined)	9	11	-0.4	3	0.1	1.1	1	21	1	0
Cc1ccc(NC(=O)c2cccc3ccccc23)cc1	12	0	0.0	2	-1.5	0.2	2	-12	-4	0
CC1(c2ccc([N+](=O)[O-])cc2)NC(=O)N(CC(=O)c2ccc3c(c2)OCO3)C1=O (centres undefined)	6	18	0.2	-31	0.0	1.2	-5	25	-3	3
O=C(OCCN=C1NS(=O)(=O)c2ccccc21)c1ccncc1	-2	4	0.8	13	-1.5	-0.3	-1	-1	-2	-2
Cc1c(NC(=S)NC(=O)c2ccc(COc3ccccc3)cc2)cccc1C(=O)O	1	7	0.0	5	2.7	-0.5	1	-2	-2	2
COCCCNC(=S)NNC(=O)c1cc(-c2ccncc2)nc2ccccc12	7	6	0.4	-12	-0.5	1.3	-2	-13	-2	0
O=C(NCc1cccc(Cl)c1)c1cccc(S(=O)(=O)N2CCCC2)c1	7	0	13*	3	0.3	-0.8	-3	-5	-3	1
CCN(CC)CCn1c2c(c(SCC(=O)Nc3ccc4c(c3)OCO4)nc1=O)CCC2	5	6	-0.3	4	0.3	0.0	1	-3	-1	-2
Remaining list, next part.
SMILES	eLon inh	CendR NRP1 mod	Tb MetRS inh	SUMO1 PPI mod	LMPTP block	MsrA inhibitor	DNMT1 inh	Scp1 inh	MsrA act	STEP inh
OC(c1cc(F)cc(Cl)c1)c1ncc(-c2ccccc2Cl)[nH]1 (centres undefined)	-3	-1	24*	0	0.7	-0.9	-5	·	-1	0
COc1cc(/C=C/C(=O)OCC(=O)N2CCCCCC2)cc(OC)c1OC	-4	1	0.4	-17	0.0	1.3	1	·	-2	1
O=[N+]([O-])c1ccccc1N=Nc1ccc(O)cc1	-1	-2	0.1	-28	2.6	0.7	-4	-16	-3	-3
CCc1nnc(NC(=O)CCNC(=O)c2ccccc2Cl)s1	-7	12	-0.9	20	-1.5	-1.0	0	-4	-4	4
Cc1cnc(C(=O)OCC(=O)Nc2ccccc2-c2ccccc2)cn1	-9	-4	0.1	7	-1.8	-0.8	-1	-4	-1	0
COc1ccc(CCNC(=O)c2cc(-c3ccc(Cl)c(Cl)c3)oc2C)cc1	-2	6	-0.7	-1	5.7	0.8	-12	-7	-3	3
Cc1c(OC(C)C(=O)NCC2CCC(C(=O)O)CC2)ccc2c1oc(=O)c1ccccc12 (centres undefined)	0	-8	1.4	13	0.2	1.1	2	-4	-2	0
Cc1cc(C)c2c(=O)[nH]n(C3CCCCCC3)c2n1	12	8	-0.3	-2	0.7	0.0	-2	0	-2	2

Some values from the results shown:
For Scp1 inh, Cc1cc(C)c2c(=O)[nH]n(C3CCCCCC3)c2n1 has the entry 0
For MsrA act, Cc1c(OC(C)C(=O)NCC2CCC(C(=O)O)CC2)ccc2c1oc(=O)c1ccccc12 (centres undefined) has the entry -2
For STEP inh, COc1cc(/C=C/C(=O)OCC(=O)N2CCCCCC2)cc(OC)c1OC has the entry 1

An excerpt from above in order of the Tb MetRS inh value, falling:
SMILES	eLon inh	CendR NRP1 mod	Tb MetRS inh	SUMO1 PPI mod	LMPTP block	MsrA inhibitor	DNMT1 inh	Scp1 inh	MsrA act	STEP inh
Cc1c(OC(C)C(=O)NCC2CCC(C(=O)O)CC2)ccc2c1oc(=O)c1ccccc12 (centres undefined)	0	-8	1.4	13	0.2	1.1	2	-4	-2	0
O=[N+]([O-])c1ccccc1N=Nc1ccc(O)cc1	-1	-2	0.1	-28	2.6	0.7	-4	-16	-3	-3
CCc1nnc(NC(=O)CCNC(=O)c2ccccc2Cl)s1	-7	12	-0.9	20	-1.5	-1.0	0	-4	-4	4

Screening data deposited in PubChem by several laboratories.
